IDE cell activ = IDE (human) activation, cell-based. activation, % at 5.96 µM. HEK cells, FAbeta-B cleavage, fluorescence polarization; 0% vehicle, 100% cell-free pure enzyme wells. hit rate 0.073% among 340,000. AID 493087;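 active = activation above the mean of all tested compounds plus 3 SD, set per screening campaign, cut at about 17% in these data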
Target sequence (P14735 whole entry, looked up): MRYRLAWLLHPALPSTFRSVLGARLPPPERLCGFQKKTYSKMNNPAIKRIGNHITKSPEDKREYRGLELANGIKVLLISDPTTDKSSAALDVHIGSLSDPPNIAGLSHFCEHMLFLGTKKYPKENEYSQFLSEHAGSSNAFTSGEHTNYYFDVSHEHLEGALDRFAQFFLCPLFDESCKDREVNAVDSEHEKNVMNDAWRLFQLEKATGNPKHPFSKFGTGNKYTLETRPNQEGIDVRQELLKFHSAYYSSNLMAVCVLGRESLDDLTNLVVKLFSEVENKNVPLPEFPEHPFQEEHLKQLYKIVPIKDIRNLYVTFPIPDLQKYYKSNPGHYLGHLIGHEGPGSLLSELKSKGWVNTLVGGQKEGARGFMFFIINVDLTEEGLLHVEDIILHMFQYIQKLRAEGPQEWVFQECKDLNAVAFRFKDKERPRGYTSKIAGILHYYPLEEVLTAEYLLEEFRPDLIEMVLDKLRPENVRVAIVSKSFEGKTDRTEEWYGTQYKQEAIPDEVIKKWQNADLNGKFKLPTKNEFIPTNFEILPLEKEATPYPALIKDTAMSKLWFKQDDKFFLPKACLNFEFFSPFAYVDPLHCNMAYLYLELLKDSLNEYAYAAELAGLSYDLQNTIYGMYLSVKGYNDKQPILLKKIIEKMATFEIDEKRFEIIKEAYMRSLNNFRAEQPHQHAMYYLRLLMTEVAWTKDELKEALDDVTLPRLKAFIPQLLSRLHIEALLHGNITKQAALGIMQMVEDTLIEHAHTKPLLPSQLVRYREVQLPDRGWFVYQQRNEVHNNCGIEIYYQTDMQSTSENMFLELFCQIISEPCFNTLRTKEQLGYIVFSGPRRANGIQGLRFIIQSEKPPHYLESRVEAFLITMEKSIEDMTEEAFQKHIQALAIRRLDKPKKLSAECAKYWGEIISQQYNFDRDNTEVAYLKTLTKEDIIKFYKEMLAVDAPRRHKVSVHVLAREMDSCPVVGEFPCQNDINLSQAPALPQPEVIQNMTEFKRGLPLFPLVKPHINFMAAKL
Starred values were filed as active, the others as inactive. This is a subset; count on the stated rates, not on these rows.

The opening four records (preview)
SMILES,IDE cell activ
CCOC(=O)[C@H]1[C@H]2COc3ccc(OC)cc3[C@@H]2N2C(=O)[C@H](C)NC(=O)[C@@]12C,-1
Cn1cncc1C#Cc1ccc2cc(CCCO)oc(=O)c2c1,5
Cc1ccc(C(=O)Nc2scc(-c3ccccc3)c2C(=O)O)cc1,0
COCCCN(C(=O)c1ccc(N2CCCC2=O)cc1)c1c(N)n(Cc2ccccc2)c(=O)[nH]c1=O,1

All compounds of this part, previewed entries included:
SMILES,IDE cell activ
CCOC(=O)[C@H]1[C@H]2COc3ccc(OC)cc3[C@@H]2N2C(=O)[C@H](C)NC(=O)[C@@]12C,-1
Cn1cncc1C#Cc1ccc2cc(CCCO)oc(=O)c2c1,5
Cc1ccc(C(=O)Nc2scc(-c3ccccc3)c2C(=O)O)cc1,0
COCCCN(C(=O)c1ccc(N2CCCC2=O)cc1)c1c(N)n(Cc2ccccc2)c(=O)[nH]c1=O,1
CC(=O)Nc1ccc(NC(=O)C(C)OC(=O)C2CCCCC2)cc1 (configuration not stated),4
CCOC(=O)C1CCCN(C(=O)C2CCN(C(=O)Nc3ccccc3)CC2)C1 (configuration not stated),-5
COC(=O)c1ccn(CSc2cc(Cl)ccc2Cl)n1,2
O=C(O)CC(NS(=O)(=O)c1ccc2c(c1)OCCO2)c1ccccc1[N+](=O)[O-] (configuration not stated),2
O=C(NNC(=O)c1ccccc1[N+](=O)[O-])c1csc(N2CCOCC2)n1,4
CC(=O)c1c(C)[nH]c(C(=O)OC(C)C(=O)Nc2ccc(C)c(S(=O)(=O)N3CCOCC3)c2)c1C (configuration not stated),8
O=C(COc1cccc(C(F)(F)F)c1)NNC(=O)Cc1ccc(S(=O)(=O)N2CCOCC2)s1,-4
Cc1cccnc1NC(=O)c1ccc(Cl)c(S(=O)(=O)N2CCCCC2)c1,0
N#Cc1ccccc1OCC(=O)OCC(=O)NC1CCCCCC1,2
O=C(NCC1CC1)c1cccc2c1C(=O)c1ccc(-c3ccc(OC(F)(F)F)cc3)cc1S2(=O)=O,2
COc1ccc(C2(C)ON(c3ccccc3C(F)(F)F)C2=O)cc1 (configuration not stated),-1
Cc1ccc(S(=O)(=O)N2C[C@@H]3[C@H]4CC[C@H](C4)[C@@H]3[C@@H](C)[C@@H]2c2cccn2Cc2ccccc2)cc1,6
CC1CC(=O)Nc2ccccc2N1C(=O)CSc1ccc2ccccc2n1 (configuration not stated),0
CC(C)NC(=O)Nc1ccc2c(c1)CC(=O)N([C@@H](C)CO)C[C@H](C)[C@@H](CN(C)C(=O)NC1CCCCC1)O2,2
Cc1ccccc1SCC(=O)OCC(=O)NCc1ccccc1,4
CC1CCN(C(=O)COC(=O)c2c[nH]c3ccccc23)CC1,3
CCOC(=O)C(C(=O)Cc1ccccc1)c1ccccc1 (configuration not stated),6
O=S(=O)(c1cccc(-c2n[nH]c(=S)n2-c2ccccc2Cl)c1)N1CCOCC1,1
N#Cc1ccccc1OCC(=O)NC1CCCCC1,5
O=C(O)C1=NN(c2cc(Cl)c(S(=O)(=O)O)cc2Cl)C(=O)C1,5
CCC/C(=C1/c2ccccc2C(=O)N1c1ccccc1)c1ccc2c(c1)OCO2,2
COc1ccccc1-c1nnc(SCC(=O)c2c(N)n(C3CC3)c(=O)[nH]c2=O)o1,4
N#CCCN1CCN(S(=O)(=O)c2ccc3c(c2)CCC3)CC1,-4
CCN(CC(=O)NCc1ccc(Cl)cc1)C(=O)CSc1ccc(F)cc1,4
C[C@H]1CN[C@H](CCO)/C1=C\c1ccccc1,6
CC(=NNC(=O)c1ccncc1)c1cccc(Cl)c1,3

(list continues)
SMILES,IDE cell activ
N#CCCC(CCC#N)(CCC#N)c1cc[n+](CCc2ccccn2)cc1,6
CCc1ccc2c(c1)Sc1ccccc1CC2N1CCN(C)CC1 (configuration not stated),3
Cc1cccc2nc3ccccc3cc12,-6
COc1ccc(Cl)cc1NC(=O)CN(C)C(=O)Cc1ccsc1,4
O=C(CSc1nnc(-c2ccncc2)o1)Nc1cc(F)ccc1F,-1
CCN(CC)S(=O)(=O)c1ccc(NC(=O)COC(=O)CNC(=O)C2CCCCC2)cc1,6
NS(=O)(=O)c1ccc(N2CCN(S(=O)(=O)Cc3ccccc3)CC2)nc1,3
CC(=O)Nc1ccc(S(=O)(=O)Nc2cc(Cl)ccc2N2CCOCC2)cc1,4
CC(=O)Nc1ccc(S(=O)(=O)N2CCC3(CC2)CC(=O)c2ccccc2O3)cc1,0
COc1ccc(S(=O)(=O)N2CCCCCC2)cc1NS(=O)(=O)c1cc(C(=O)O)cc(C)c1C,6
COC(=O)Cc1csc(NC(=O)c2ccc3ncsc3c2)n1,1
OC1CCCC1NCc1ccnc2cc(Cl)ccc12 (configuration not stated),1
COC(=O)c1c(NC(=O)CSc2ncn[nH]2)sc(C)c1C,1
O=C(NN=Cc1ccccc1Cl)c1ccc(-n2cnnn2)cc1,0
Cc1ccc2nc(SCC(=O)N3CCC(C)CC3)nc(=O)n2c1,7
O=C(Nc1ccc2c(c1)OCCO2)c1cnn(-c2ccccc2)n1,0
COc1ccc(C(=O)NC(CC(C)C)C(=O)O)cc1 (configuration not stated),-6
CCN1C[C@@H]2[C@@H]3C(=O)N(C)C(=O)[C@@H]3[C@](Cc3ccccc3)(C(=O)OC)N2C1=NC1CCCCC1,5
Cn1c(N)c(C(=O)COC(=O)c2cc(S(=O)(=O)NCc3ccccc3)ccc2O)c(=O)n(C)c1=O,0
CC(=O)Nc1ccc(NC(=O)CSc2nc3ccccc3c(=O)n2CCCN2CCOCC2)cc1,-5
N#CCCN(C(=O)COC(=O)c1cc2ccccc2oc1=O)c1ccccc1,2
COc1cc(S(=O)(=O)N2CCOCC2)cc(C(=O)OCC(=O)NC2CCCCC2)c1OC,2
COc1cccc(C(=O)NN2CCOCC2)c1,0
CCOC(=O)[C@@H](C)N(C(=O)OC(C)(C)C)S(=O)(=O)N(Cc1ccccc1)[C@H](C(=O)OC)C(C)C,6
CC1CCc2c(sc(NC(=O)c3cccn3C)c2C(N)=O)C1 (configuration not stated),-4
COc1cc2c(cc1NC(=O)C(F)(F)F)-c1ccc(NC(=O)C(F)(F)F)cc1C2,-1
O=C(NCc1ccccc1)c1ccc(NC(=O)C2CC2)cc1,3
O=C(COC(=O)Cc1ccc(Cl)cc1)Nc1ccc2[nH]c(=O)[nH]c2c1,3
CN(c1ccccc1)S(=O)(=O)c1cccc(NC(=O)c2ccc(=O)[nH]c2)c1,2
Nc1nc(N)c(Br)c(Nc2ccc(Cl)c(Cl)c2)n1,-5

Carrying on:
SMILES,IDE cell activ
COc1ccc(S(=O)(=O)N2CCN(C(=O)Cc3ccsc3)CC2)cc1,0
COc1ccc(S(=O)(=O)N2CCC3(CC2)OCCN3S(=O)(=O)c2ccc(OC)cc2)cc1,1
CC(=O)Nc1ccc(NC(=O)C(C)OC(=O)C2CCCC2)cc1 (configuration not stated),7
O=C(COC(=O)COc1ccc(Cl)cc1Br)NCCC1=CCCCC1,2
O=C(NCC1CCCCC1)c1ccc(Cl)c(S(=O)(=O)N2CCOCC2)c1,3
Cc1cnc(C(=O)NNC(=O)c2ccc(Br)cc2)cn1,1
CN(CC(=O)Nc1ccc(Cl)cc1)C(=O)c1cccc(S(=O)(=O)N2CCN(Cc3ccccc3)CC2)c1,2
CC(C)C(Cl)=NOC(=O)Nc1ccc(S(N)(=O)=O)cc1,-1
COc1ccccc1CCC(=O)OCC(=O)N1CCN(S(=O)(=O)c2ccc(C)cc2C)CC1,5
O=C1C=C(c2ccc(O)cc2)C[C@@H](c2ccc3c(c2)OCO3)C1,5
COCCNc1nnc(SCC(=O)NC(=O)c2ccccc2)s1,2
O=C(O)c1ccc(C=NNC(=O)c2cccc3ccccc23)cc1,2
[O-][n+]1c2cc(C(F)(F)F)ccc2c2n1CCN=C2c1ccc(Cl)cc1,1
O=C(CN1C(=O)c2ccccc2C1=O)NCC(=O)Nc1ccccc1,6
CS(=O)(=O)N(Cc1nc(-c2ccc(F)cc2)no1)c1ccccc1Cl,-2
CCC(Oc1ccccc1)C(=O)Nc1ccc(C)c(S(=O)(=O)N2CCOCC2)c1 (configuration not stated),8
C[C@@H]1CN([C@@H](C)CO)C(=O)c2cc(NS(C)(=O)=O)ccc2O[C@H]1CN(C)Cc1ccc(Oc2ccccc2)cc1,1
COc1ccc(NC(=O)COC(=O)c2ccc(S(=O)(=O)N(C)c3ccccc3OC)cc2)cc1,1
Cc1cc(CNC(=O)c2cccc3c2C(=O)c2ccc(-c4ccc(F)cc4OCc4ccccc4)cc2S3(=O)=O)c(C(F)(F)F)o1,0
COc1ccc(CCN(C)C(=O)c2cc(S(=O)(=O)N3CCCCC3)ccc2Cl)cc1OC,6
CC[C@]12c3[nH]c4cc(-c5ccco5)ccc4c3CCN1C(=O)[C@@H](CC(=O)NC(C)(C)C)C[C@@H]2C(=O)N1CCN(C(=O)c2ccco2)CC1,2
COc1cccc(C(=O)NCCS(=O)(=O)N2CCC(C)CC2)c1,-2
CCc1ccc([C@@H]2CC=C(C(=O)O)[C@H](c3ccccc3)N2S(=O)(=O)c2ccc(C)cc2)cc1,-1
CN1C2CCC1CC(NC(=O)c1cc(S(=O)(=O)N(C)C)c(Cl)cc1Cl)C2 (configuration not stated),0
CC(=O)NC(CC(=O)NNC(=O)COc1c(C)cccc1C)c1ccccc1 (configuration not stated),3
C=C1CC2(OC1=O)c1ccccc1CCc1ccccc12,-5
C[C@H](CO)N1C[C@H](C)[C@@H](CN(C)C(=O)Nc2ccc(C(F)(F)F)cc2)Oc2ccc(NC(=O)C3CC3)cc2C1=O,-2
O=C(Nc1nc2ccccc2[nH]1)C1CCN(C(=O)c2ccc(F)cc2)CC1,9
Cc1ccccc1-c1nnc(SCC(=O)N(C)C2CCS(=O)(=O)C2)n1C (configuration not stated),-1
COC(=O)CCCN1C(=O)NC(c2ccc(-c3ccccc3)cc2)C(C(=O)OCc2ccccc2)=C1C (configuration not stated),4

(list continues)
SMILES,IDE cell activ
O=C(CSc1nc(=O)n2ccccc2n1)N1CCCc2ccccc21,2
Cc1ccc(CC(=O)NNC(=O)c2ccncc2)cc1C,-3
Cc1ccc(NS(=O)(=O)c2cccc(C(=O)N3CCCC(C)C3)c2)cc1 (configuration not stated),7
CCN(CC(=O)NCc1cccs1)C(=O)c1cc(S(=O)(=O)N2CCCCC2)ccc1Cl,1
COc1cc(C=O)ccc1OCc1cn(CC(=O)c2ccc(O)cc2)nn1,4
CCN(CC)S(=O)(=O)c1ccc(NC(=O)CCN2C(=O)C3CC=CCC3C2=O)cc1 (configuration not stated),-2
CCOc1ccccc1NC(=O)COC(=O)COc1c(Cl)cc(Cl)c2ccc(C)nc12,-1
COCc1c(C(=O)N2CCN(c3ncccn3)CC2)oc2ccccc12,7
Cc1ccc(N2CC(C(=O)OCC(=O)Nc3ccc(F)cc3F)CC2=O)cc1 (configuration not stated),2
Cc1ccccc1-c1cc(C(=O)NCC2CC2)nn1CC1CC(c2cccc([N+](=O)[O-])c2)=NO1 (configuration not stated),4
O=C(CC1SC(N2CCOCC2)=NC1=O)Nc1ccc(F)cc1 (configuration not stated),4
CN(CC(=O)NC(=O)Nc1ccccc1F)Cc1ccccc1,-3
COc1ccc(C(=O)NCc2c(C)nn(Cc3ccccc3)c2C)cc1S(=O)(=O)N1CCOCC1,3
CC(=O)C1(O)CCC2C3CC(C)C4=CC(=O)C=CC4(C)C3(F)C(O)CC21C (configuration not stated),-4
Cc1ccc(SCC(=O)OCC(=O)N(C)C2CCS(=O)(=O)C2)cc1C (configuration not stated),2
CC(Sc1nnc(CN2CCCC2)n1Cc1ccccc1)C(=O)Nc1ccc(F)cc1Cl (configuration not stated),-1
CN1CCN(S(=O)(=O)c2cccc(C#N)c2)C(c2ccccc2)C1 (configuration not stated),-4
CCOc1cc(N2CCOCC2)c(OCC)cc1NC(=O)COC(=O)COc1cc(C)cc(C)c1,0
ON=C1CCCC2CCCCC12 (configuration not stated),6
O=c1[nH]c(/C=C/c2cccc(Br)c2)nc2ccccc12,1
Cc1cccc(C(O)C(O)c2cccc(C)n2)n1 (configuration not stated),6
COc1ccc(C(CNC(=O)c2ccc(S(=O)(=O)N3CC(C)CC(C)C3)cc2)N(C)C)cc1 (configuration not stated),8
Cc1ccc(S(=O)(=O)NCC(=O)OCc2cc(=O)oc3cc(C)ccc23)cc1,-7
O=C(c1ccco1)N1CCN(C(=O)c2cn(-c3ccccc3)nc2-c2ccc(F)cc2)CC1,-5
CCCCC1(CC)SCC(=O)NC1=O (configuration not stated),1
O=S(=O)(NCc1ccccc1)c1ccccc1NCCc1ccccc1,5
CC(OC(=O)c1ccccn1)C(=O)Nc1nc(-c2ccc(F)c(F)c2)cs1 (configuration not stated),7
COc1ccccc1-c1nnc(SC(C)C(=O)NCC2CCCO2)n1C (configuration not stated),2
O=S(=O)(/N=C(/c1ccccc1)N1CCOCC1)c1ccc(F)cc1F,0

Fetched one by one from the entries so far:
SMILES,IDE cell activ
CCOc1ccccc1NC(=O)COC(=O)COc1c(Cl)cc(Cl)c2ccc(C)nc12,-1
O=C(c1ccco1)N1CCN(C(=O)c2cn(-c3ccccc3)nc2-c2ccc(F)cc2)CC1,-5
CCCCC1(CC)SCC(=O)NC1=O (configuration not stated),1
O=C(CC1SC(N2CCOCC2)=NC1=O)Nc1ccc(F)cc1 (configuration not stated),4
